Assay outcomes: PubChem BioAssay, several laboratories
INS promoter inh – TRM-6 insulin promoter activity inhibition. TRM-6 cells (human fetal islet line), insulin promoter-eGFP reporter, imaging; reporter expression induced with tamoxifen. inhibition, % at 2 µM. hit rate 0.9% among 130,000. AID 1273;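 active means inhibition above the mean plus 3 SD, with well images judged a real hit on visual review, cut at about 60% in these data, passing the limit was not always enough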
SDO1 yeast rescue – restores growth of sdo1-depleted yeast; hit rate 0.21% among 140,000; S. cerevisiae sdo1-depleted JHY4D growth rescue, OD600 30 h; hits give high values; pdr5 snq2 efflux-pump mutant strain; z-score at 10 µM;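 active means z-score above 3 at both the 24 hr and the 30 hr optical density reads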;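 further: z-score against mean and SD of all compound wells on the same plate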
SDO1 yeast rescue Rescue 24 h – second read-out of SDO1 yeast rescue, no call of its own (marks repeat the call); z-score; S. cerevisiae sdo1-depleted JHY4D growth rescue, OD600; measured here: growth rescue at 24 h;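 0 is the plate mean of compound wells and units are plate SD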
The depositor's hits bear a star; i = inactive; · = no result given; [ ] = dose if it differs, or a comment.

nr	molecule	INS promoter inh	SDO1 yeast rescue	SDO1 yeast rescue Rescue 24 h
1	Cc1ccc(/C=C/C(=O)NC(=S)Nc2ccccc2C(=O)NC2CCCCC2)cc1	-7	-1.2	0.27
2	O=C(CSCc1ccccc1Cl)Nc1c[nH]c(=O)[nH]c1=O	21	0.14	-0.15
3	CCN(C(=O)c1c(OC)cccc1OC)c1nnc(-c2cccnc2)s1	·	-0.58	-0.61
4	CCCN(CC(=O)Nc1ccc(Cl)cc1Cl)C(=O)/C=C/c1cc(OC)ccc1OC	·	-0.76	-1.2
5	Cc1ccc(NC(=O)c2cccc(OC(F)F)c2)c(OC(F)F)c1	-3	-0.32	0.47
6	CCOc1ccc(/C=N/OCC(=O)Nc2ccc(OCc3ccccc3)cc2)cc1OC	-57	-0.74	-0.27
7	O=P(O)(CN1CCCCC1)CN1CCCCC1	-19	0.62	0.4
8	Cc1ccc(C(=O)OCc2ccc3c(c2)OCO3)cc1S(=O)(=O)N1CCCCC1	18	0.05	-0.12
9	COc1ccc(CCn2nnnc2C(C(C)C)N2CCN(c3ncccn3)CC2)cc1OC (stereo not given)	-170	-1.1	-1.1
10	O=C(CCN1CCCCC1)NCC1OCCc2ccccc21 (stereo not given)	12	0.65	0.88
11	COc1ccc(OC)c(-n2c(SC)nnc2-c2c[nH]c3ccccc23)c1	·	-1	-1.2
12	COc1ccc(C(F)(F)F)cc1N/C=C\c1nnnn1-c1ccccc1	-5	-0.11	-0.23
13	CCOC(=O)N1CCC(N(CCCOC)C(=O)Nc2cccc(OC)c2)CC1	-62	1.2	-0.47
14	Cc1cc(C(=O)COC(=O)CC2Sc3ccccc3NC2=O)c(C)n1-c1cccc(C(F)(F)F)c1 (stereo not given)	22	-1.1	-0.56
15	O=C(CCN1CCN(c2ccccc2)CC1)Nc1ccc2c(c1)OCO2	·	0.83	0.73
16	CCOC(=O)N1CCN(C(=O)CNS(=O)(=O)c2cccs2)CC1	-33	0.01	-0.71
17	CC(=O)c1ccccc1OCCOCCOCCOc1ccccc1C(C)=O	-29	·	·
18	COc1cccc(CNC(=O)Cn2cc3c(n2)CCCC3)c1	·	1.2	1.2
19	C=CCn1cccc(C(=O)Nc2cc(OC)cc(OC)c2)c1=O	26	·	·
20	COc1ccc(N(CC(=O)NC(C)(C)C)S(=O)(=O)c2ccccc2)cc1OC	-18	-0.53	-0.08

In the list so far, two contain a Cl atom:
nr	molecule	INS promoter inh	SDO1 yeast rescue	SDO1 yeast rescue Rescue 24 h
2	O=C(CSCc1ccccc1Cl)Nc1c[nH]c(=O)[nH]c1=O	21	0.14	-0.15
4	CCCN(CC(=O)Nc1ccc(Cl)cc1Cl)C(=O)/C=C/c1cc(OC)ccc1OC	·	-0.76	-1.2

Remaining list, next part:
nr	molecule	INS promoter inh	SDO1 yeast rescue	SDO1 yeast rescue Rescue 24 h
21	CCc1nnc(NC(=O)c2ccc(COc3ccccc3)o2)s1	43	-2.6	-1.7
22	Cc1nn(Cc2c(Cl)cccc2Cl)c(C)c1NC(=O)Cn1nc([N+](=O)[O-])c(Cl)c1C	7	-0.67	-0.49
23	CCC(CC)C(=O)Nc1cccc(/C(C)=N\NC(=O)c2ccc(C)s2)c1	33	0.77	1.6
24	COc1ccc(/C(O)=C/c2nc3ccccc3n(-c3ccccc3)c2=O)cc1	-17	0.41	-0.32
25	COc1cc(C(=O)Nc2ccc3c(c2)OCCO3)ccc1OC(F)F	3	-0.62	-1.1
26	CC(C)C(=O)c1cc2c(cc1NC(=O)c1cccs1)OCCO2	71*	-1.2	0.02
27	O=C(NCC1CCCO1)c1ccc2c(c1)N(Cc1ccccc1)C(=O)CS2=O (stereo not given)	·	-0.2	-0.58
28	CCCCN(C)CCNS(=O)(=O)c1ccc2c(c1)n(C)c(=O)c(=O)n2C	·	0.42	-0.25
29	O=C(COC(=O)c1ccc(NS(=O)(=O)c2ccc3c(c2)OCCO3)cc1)NC1CCS(=O)(=O)C1 (stereo not given)	-21	·	·
30	CCc1ccc(NC(=S)NC2CCN(Cc3ccccc3)CC2)cc1	-118	-1.3	-0.58
31	Cc1cc(C(F)(F)F)nn1CC(=O)NCc1cccs1	7	·	·
32	CC1(C)CC(=O)C=C(Nc2ccc(F)cc2F)C1	36	-0.31	-0.76
33	Cc1ccc(N2CN(Cc3cccnc3)CNC2=S)cc1	-8	0.34	-0.25
34	CN(C)c1ccc(/C=C2\NC(=S)N(Cc3ccccc3)C2=O)cc1	-170	-0.94	-0.76
35	CC1=CC(C)(C)N(C(=O)c2ccc(F)cc2)c2cc3c(cc21)OCO3	·	-2.3	-1.9
36	Cn1cc(C(=O)N2CCN(c3ccccn3)CC2)c(=O)c2cc(S(=O)(=O)N3CCOCC3)ccc21	·	0.73	0.11
37	CC(C)CN1C(=O)c2ccc(NC(=O)c3cccs3)cc2C1=O	-30	-1.2	-0.43
38	O=C(Nc1ccccc1C(=O)N1CCOCC1)c1cccc(S(=O)(=O)N2CCCC2)c1	-38	1.3	1.2
39	CC(=O)N1C(=O)CC(C)N(C(C)=O)c2ccc([N+](=O)[O-])cc21 (stereo not given)	·	0.63	0.8
40	COC(=O)CSc1nc2nc(C)c(Br)cc2[nH]1	17	0.46	0.02
41	O=C(CN1C(=O)C2C3C=CC(C3)C2C1=O)Nc1nc(SCc2ccc(Cl)cc2)n[nH]1 (stereo not given)	-40	0.48	1.6
42	COC1Cc2ccccc2N(C(=O)N2CCN(CCO)CC2)c2ccccc21 (stereo not given)	18	0.15	-0.72
43	COc1ccc(-c2ccnc(SCC(=O)N3CCOCC3)n2)cc1	-44	0.46	1.1
44	O=C(NCCc1c[nH]c2ccccc12)c1cnccn1	18	·	·
45	Cc1nc(CCNC(=O)c2ccccc2)cs1	-9	-0.09	-0.31
46	Cc1cccc(Nc2nc3c(S(=O)(=O)c4ccccc4)nnn3c3ccccc23)c1	-76	1.6	2
47	CCc1ccc(/C=N/NC(=O)c2cc(-c3ccncc3)nc3ccccc23)s1	-49	-1.3	-1.1
48	O=C(CN(C(=O)c1ccc2c(c1)OCCO2)c1ccccc1)NCC1CCCO1 (stereo not given)	-40	-0.21	-0.45
49	CCn1cc(/C=N\NC(=O)c2ccccc2Cl)cn1	·	1.6	0.81
50	Cn1nnc2cc(C(=O)N3CCC(c4ccccc4)C3)ccc21 (stereo not given)	-348	-0.46	-0.86
51	COc1ccc(OCC(=O)NC(=S)Nc2ccccc2F)cc1	38	-0.83	-0.25
52	Nc1nnnn1/N=C/c1ccccn1	0	-0.23	-0.28
53	CCN1CCN(C(=S)Nc2ccc([N+](=O)[O-])cc2)CC1	26	0.18	0.11
54	COc1cccc(OC)c1C(=O)Nc1ccc2c(c1)OCCO2	·	0.13	-0.52
55	CC(C)CC(=O)NC(c1ccccc1Cl)c1c(O)ccc2ccccc12 (stereo not given)	·	-0.43	-0.82
56	COc1ccc(Nc2nc(NCc3ccco3)nc(N/N=C/c3ccccc3)n2)cc1	-12	-2.2	-1.5
57	Cc1ccsc1C(=O)NCCC(c1ccccc1)c1ccccc1	·	-0.91	-1.2
58	CCOC(=O)Cn1c(=O)oc2cc(S(=O)(=O)N3CCc4ccccc43)ccc21	·	-1.6	-1.6
59	O=C(c1ccco1)N1CCN(CCOCCOc2cccc3ccccc23)CC1	15	-0.39	0.35
60	COCCNC(=O)C(C)N1c2cccc3cccc(c23)S1(=O)=O (stereo not given)	-383	-0.01	-0.89
61	CC(=O)Cc1nsc(NC(=O)c2ccc(Cl)cc2Cl)n1	-27	·	·
62	Nc1nncn1C(=O)c1cc(Br)ccc1Cl	-41	-0.24	-0.1
63	O=C1NC(NS(=O)(=O)c2ccc(Cl)cc2)(C(F)(F)F)C(=O)N1Cc1cccnc1 (stereo not given)	-6	0.85	-0.6
64	CCn1c(SCC(=O)Nc2ccc(S(=O)(=O)Nc3ccccn3)cc2)nnc1-c1ccncc1	i	2.2	2
65	Cc1onc(-c2ccccc2Cl)c1C(=O)Nc1c(C)n(C)n(-c2ccccc2)c1=O	·	0.19	-0.15
66	Cc1ccc(Cn2ncc3c(N4CCOCC4)ncnc32)cc1	-21	0.43	1.1
67	O=C(Nc1nc(=O)[nH]s1)c1ccccc1	0	·	·
68	COc1cc(-c2nc3n(n2)C(c2ccncc2)C2=C(CCCC2=O)N3)cc(OC)c1OC (stereo not given)	-7	·	·
69	O=C(Nc1nc(-c2ccncc2)cs1)C1c2ccccc2Oc2ccccc21	21	-1.2	-0.55
70	CC(=O)Nc1ccc(OCc2cnc(Cl)s2)cc1	12	·	·
71	CC(C)(C)c1ccc(S(=O)(=O)O/N=C2/CCCCC2c2ccc([N+](=O)[O-])cc2[N+](=O)[O-])cc1 (stereo not given)	3	0.11	-0.49
72	Cc1nc(Nc2nc(-c3ccccc3)cc(=O)[nH]2)nc2ccccc12	14	·	·
73	O=C(Cn1c(-c2ccco2)nc2ccccc21)N1CCCCC1	-6	0.22	0.2
74	O=C(CSCc1ccc(F)cc1)Nc1ccccc1	22	-0.6	-0.15
75	Clc1ccc(CO/N=C2\CCCc3nonc32)cc1	0	0.36	0.69
76	Cc1cc(Nc2cccc(Cl)c2)n2ncnc2n1	0	0.19	1.1
77	COc1ccc(-c2nc3cc(NC(=O)c4ccc5c(c4)OCO5)ccc3o2)cc1	9	-0.21	0.78
78	Cc1ccccc1C(=O)Nc1ccc2nc3n(c(=O)c2c1)CCC3	·	0.46	-0.2
79	CC1=NNC(=O)C1CCC(=O)N/N=C/C(Br)=C/c1ccccc1 (stereo not given)	·	0.14	-0.3
80	Cc1ccc(N2CC(C(=O)NC3=NCCS3)CC2=O)cc1 (stereo not given)	10	0.78	-0.16

Later entries:
nr	molecule	INS promoter inh	SDO1 yeast rescue	SDO1 yeast rescue Rescue 24 h
81	CC(C)(C)c1ccc(/C=C/C(=O)N2CCCCC2)cc1	-335	·	·
82	CSCC[C@H](NC(=O)NCCC1=CCCCC1)C(=O)O	·	-0.29	-0.9
83	Cc1noc(C)c1C(=O)Nc1sc(C)c(-c2ccccc2)c1C#N	-9	-1	-0.15
84	O=C(CN1C(=O)NC2(CCc3ccccc3C2)C1=O)Nc1ccc(F)cc1 (stereo not given)	·	1.2	0.57
85	C=CCNC(=S)NNc1nc2c(c(=O)[nH]1)C1(CCCCC1)Cc1ccccc1-2	26	-0.72	-0.6
86	CCCCC(=O)NC(Nc1sc2c(c1C(N)=O)CCCC2)(C(=O)OCC)C(F)(F)F (stereo not given)	-138	-0.43	-0.45
87	CCc1nnc(NC(=O)CN2CCC(O)(c3ccccc3OC)CC2)s1	-3	0.05	-0.89
88	CCOC(=O)N1CCC(O)(c2cc(C)c(C)cc2C)CC1	-7	-1.1	-1
89	O=C(COc1c(Br)cc(Br)c2cccnc12)Nc1ccccc1F	21	·	·
90	O=S(=O)(NCCc1ccccc1)c1cccc2cccnc12	-31	·	·
91	COCCN(CCOC)C(=O)c1c[nH]c2ccc(S(=O)(=O)N(C)c3ccc(F)cc3)cc2c1=O	·	0.68	0.58
92	COC(=O)C1=C(C)NC(C)=C(C(=O)OC)C1C(=O)OCC(=O)N1c2ccccc2CC1C (stereo not given)	10	1.2	1.5
93	CCOc1ccccc1-c1cc(C(=O)N/N=C/c2ccc3c(c2)OCO3)c2ccccc2n1	31	-1.2	-1.8
94	CCOC(=O)c1cnn(-c2nc3c(C)cccc3s2)c1C(F)(F)F	22	-0.31	0.92
95	Cc1nc(-c2ccccc2)sc1C(=O)CSc1ccccc1	0	-0.25	-0.41
96	COCCNC(=O)CN(c1ccc(C)cc1)S(=O)(=O)c1ccc(SC)cc1	·	-0.61	-0.79
97	NC(=O)N1c2ccccc2CC(=O)c2ccccc21	·	0.17	0.5
98	O=C1CC(N2CCN(c3ccc(Cl)c(Cl)c3)CC2)C(=O)N1 (stereo not given)	69	-0.13	-0.16
99	CN(Cc1ccccc1)S(=O)(=O)c1ccc2[nH]cc(C(=O)NCC3CCCO3)c(=O)c2c1 (stereo not given)	·	0.51[7.4 µM]	0.77
100	COc1ccc(C(=O)N2CCN(S(=O)(=O)N3CCOCC3)CC2)cc1OC	50	0.68	0.6
101	CCNS(=O)(=O)c1ccc(C(=O)Nc2ccccc2)cc1	23	-0.64	-1.2
102	CNC(=O)NCC12CC3CC(CC(C3)C1)C2	·	-0.5	-1.4
103	CC(=O)Nc1ccc(S(=O)(=O)Nc2nc3ccccc3nc2N2CCCC2)cc1	5	0.57	0.87

Random excerpt: five records from the list, in no set order.
nr	molecule	INS promoter inh	SDO1 yeast rescue	SDO1 yeast rescue Rescue 24 h
100	COc1ccc(C(=O)N2CCN(S(=O)(=O)N3CCOCC3)CC2)cc1OC	50	0.68	0.6
99	CN(Cc1ccccc1)S(=O)(=O)c1ccc2[nH]cc(C(=O)NCC3CCCO3)c(=O)c2c1 (stereo not given)	·	0.51[7.4 µM]	0.77
88	CCOC(=O)N1CCC(O)(c2cc(C)c(C)cc2C)CC1	-7	-1.1	-1
87	CCc1nnc(NC(=O)CN2CCC(O)(c3ccccc3OC)CC2)s1	-3	0.05	-0.89
101	CCNS(=O)(=O)c1ccc(C(=O)Nc2ccccc2)cc1	23	-0.64	-1.2
